Bioassay records (PubChem BioAssay)
TrxR1 inh = qHTS Assay for Inhibitors of Mammalian Selenoprotein Thioredoxin Reductase 1 (TrxR1): qHTS. Potency, µM (top dose mostly 114 µM), without a hit: at the top dose activity change, negative = inhibition, hits mostly inhibitors. Thioredoxin reductase 1, cytoplasmic (Rattus norvegicus), O89049. 390,000 tested, 1% active. recombinant rTrxR1, NADPH fluorescence consumption, selenite substrate; also: potency is read from the fitted curve at half-maximal effect; % is scaled to controls: 0 for no effect and ±100 for the full control effect; nearly all actives have a fitted effect of over 65% in size
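Rat TrxR1 (90 nM in the dispensed reagent) was pre-reduced with 400 uM NADPH for 5 min at room temperature, then incubated with compound for 15 min. After 400 uM selenite was added, NADPH fluorescence (Ex 340/Em 450 nm) was followed for 8 min.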
D2 ag = HTS Assay for Allosteric Agonists of the Human D2 Dopamine Receptor: Primary Screen for Agonists; D(2) dopamine receptor (Homo sapiens), P14416; HEK293 T-REx D2 cells, calcium flux agonist mode; activation, % at 2 µM; 340,000 tested, 0.53% active; AID 485358, 2010;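 active = activation over 3 SD above normal in the single-dose calcium agonist read, cut at about 30% in these data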; also: 0% is about no effect
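Agonism scored from kinetic calcium signal (1 read/sec, 180 s) following compound pin transfer, after a 10 s baseline. Cells: HEK293 Trex line expressing inducible D2 receptor coupled to calcium, dye-loaded after overnight culture at 30 C.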
PI4K2A inh = qHTS for small molecular inhibitors of PI4K2A; 420,000 tested, 0.13% active; purified PI4K2A, ADP-Glo luminescence, 1 h; active compounds read low; activity change, negative = inhibition, % at 76.9 µM; Phosphatidylinositol 4-kinase type 2-alpha (Homo sapiens), Q9BTU6; in the data active = activity change below about -50%; inconclusive = mostly about -30% to -49%;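 also: -100% = wells without enzyme as full effect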
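Compounds are screened against recombinant PI4K2A using PI as substrate and ATP, the latter dispensed at 300 microM. Reactions run one hour at ambient temperature before ADP-Glo detection; full inhibition defined by wells lacking enzyme.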
USP1 inh = Inhibitors of USP1/UAF1: Primary Screen | AID 743255, 2014 | recombinant USP1/UAF1, Ub-Rhodamine cleavage fluorescence | Ubiquitin carboxyl-terminal hydrolase 1 (Homo sapiens), O94782 | Potency, µM (doses to about 57.1 µM), inactives show top-dose activity change, negative = inhibition, hits mostly inhibitors | 390,000 tested, 0.23% active; also: potency is read from the fitted curve at half-maximal effect; % is scaled to controls: 0 for no effect and ±100 for the full control effect; nearly all actives have a fitted effect of over 60% in size; inactives centre near -12
Target sequence (O94782 whole entry, looked up): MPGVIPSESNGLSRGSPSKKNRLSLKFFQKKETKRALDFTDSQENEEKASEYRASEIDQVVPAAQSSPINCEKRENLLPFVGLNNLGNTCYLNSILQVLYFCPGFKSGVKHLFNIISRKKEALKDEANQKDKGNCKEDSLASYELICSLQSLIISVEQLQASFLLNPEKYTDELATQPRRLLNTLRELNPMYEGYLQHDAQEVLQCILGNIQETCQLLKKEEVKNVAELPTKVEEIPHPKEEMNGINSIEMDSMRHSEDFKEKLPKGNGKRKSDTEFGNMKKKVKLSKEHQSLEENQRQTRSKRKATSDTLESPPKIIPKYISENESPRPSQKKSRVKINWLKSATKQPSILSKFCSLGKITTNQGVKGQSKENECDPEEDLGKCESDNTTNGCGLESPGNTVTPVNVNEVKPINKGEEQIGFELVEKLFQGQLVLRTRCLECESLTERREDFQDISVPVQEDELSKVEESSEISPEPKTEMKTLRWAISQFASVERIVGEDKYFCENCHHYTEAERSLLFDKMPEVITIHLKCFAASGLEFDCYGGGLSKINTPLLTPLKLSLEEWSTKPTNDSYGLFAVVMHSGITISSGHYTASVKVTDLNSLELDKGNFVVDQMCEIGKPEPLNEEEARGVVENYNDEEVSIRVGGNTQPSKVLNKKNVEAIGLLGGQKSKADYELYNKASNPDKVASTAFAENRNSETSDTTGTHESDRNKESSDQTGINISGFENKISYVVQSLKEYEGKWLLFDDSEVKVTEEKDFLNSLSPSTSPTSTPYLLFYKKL
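In this screen, compounds sit with the deubiquitinase complex (1nM) for 15 min at room temperature before Ub-Rho is added at 150nM final. Fluorescence rise is then followed for 6 reads every 60 seconds.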
TRHR PAM = qHTS for Small Molecule Agonists and Allosteric Enhancers of Human TRH Receptor: Primary Screen for Enhancers; Thyrotropin-releasing hormone receptor (Homo sapiens), P34981; TRHR cells, fluo-8 calcium fluorescence, EC20 TRH enhancement; enhancement, % at 2 µM; 360,000 tested, 0.66% active; AID 493056, 2011; in the data active = enhancement above about 30%; also: 0% is about no effect
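Enhancer read-out: after compound pinning and an initial kinetic agonist-mode read, an EC20 of TRH (10 nM final) was injected and fluo-8 calcium signal (Ex 480/Em 530) followed at 1 s/cycle for 100 cycles in TRHR-expressing cells.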
IDH1 R132H inh = qHTS for Inhibitors of mutant isocitrate dehydrogenase 1 (IDH1): qHTS | Isocitrate dehydrogenase [NADP] cytoplasmic (Homo sapiens), O75874 | IDH1-R132H enzyme, NADPH consumption, diaphorase/resazurin fluorescence | Potency, µM (titrated, usually from 76.6 µM), for the others: at the top dose activity change, negative = inhibition, most hits filed as inhibitors | 390,000 tested, 0.093% active | AID 602179, 2012; also: potency is read from the fitted curve at half-maximal effect; % is scaled to controls: 0 for no effect and ±100 for the full control effect; nearly all actives have a fitted effect of over 65% in size
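IDH1-R132H (0.5 ug/mL dispensed) in pH 7.5 Tris buffer was preincubated 30 min with compound, then given a substrate mix of 0.016 mM NADPH and 2 mM alpha-KG for 80 min at room temperature; remaining NADPH was read by diaphorase/resazurin fluorescence.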
TrxR1 substrate = qHTS Assay for Substrates of Mammalian Selenoprotein Thioredoxin Reductase 1 (TrxR1): qHTS; Thioredoxin reductase 1, cytoplasmic (Rattus norvegicus), O89049; purified TrxR1 substrate turnover, NADPH consumption readout; Potency, µM (highest dose often 114 µM), without a hit: at the top dose activity change, negative = substrate turnover; 390,000 tested, 0.01% active; AID 588456, 2011; also: potency is read from the fitted curve at half-maximal effect; % is scaled to controls: 0 for no effect and ±100 for the full control effect; nearly all actives have a fitted effect of over 50% in size
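Rat TrxR1, dispensed at 90 nM, was prereduced with 400 uM NADPH (final) for 5 min at ~22 deg C, then incubated with compound 15 min before 400 uM selenite. A first-read NADPH fluorescence drop versus no-compound background flagged substrates.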
TRHR ag = qHTS for Small Molecule Agonists and Allosteric Enhancers of Human TRH Receptor: Primary Screen for Agonists; Thyrotropin-releasing hormone receptor (Homo sapiens), P34981; TRHR cells, calcium flux fluo-8, FDSS agonist mode; activation, % at 2 µM; 360,000 tested, 0.18% active; AID 493084, 2011; in the data active = activation above about 30%; also: 0% is about no effect
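In this calcium-flux screen, cells bearing human TRHR are dye-loaded with fluo-8, baselined for 10 cycles, then exposed to library compounds; positive kinetic calcium responses during the agonist phase mark hits, with TRH as control.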
D2 antag = HTS Assay for Allosteric Antagonists of the Human D2 Dopamine Receptor: Primary Screen for Antagonists. D(2) dopamine receptor (Homo sapiens), P14416. HEK293 TREx D2 cells, calcium flux, dopamine EC80. inhibition, % at 10 µM. 340,000 tested, 2% active. AID 485344, 2010; in the data active = inhibition above about 30%; also: 0% is about no effect
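Measurement of antagonist activity uses fluorescent calcium dye in inducible HEK293 T-REx D2 cells: 10 s baseline, compound addition with 180 s read, EC80 dopamine addition with a further 180 s read.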
* hit, by the source's call; ? = inconclusive; nt = no result given; & = joins results of further samples; [ ] = dose if it differs, or a comment. Unless noted, calls follow the shape of the dose curve; as a rule, active = well fitted inhibition curve with a large enough effect; inconclusive = small, poorly fitted or top-dose-only effect; inactive = no such curve, though single readings can be large or run the other way. These rows are one share of the data; the hit share may differ from the screen's.

Molecule,TRHR ag,D2 antag,PI4K2A inh,TRHR PAM,D2 ag,TrxR1 substrate,IDH1 R132H inh,USP1 inh,TrxR1 inh
C=CCn1c(O)c(C(C)=Nc2cc(OC)ccc2OC)c(=O)[nH]c1=O,-0.7,-4,-13,1,-1.4,12%,4%,-20%,29%
CCN(CCCl)Cc1ccccc1Br,nt,nt,5&-7,nt,nt,?,-12%,-23%,?
CCOC(=O)c1c(NS(=O)(=O)c2ccccc2)n(CCCOC)c2nc3ccccc3nc12,0.7,nt,?,4,nt,277%[activator],-7%,1.8µM*,-33%
COc1ccc2cc1Oc1ccc(cc1)C[C@H]1c3cc(c(OC)cc3CCN1C)Oc1c(OC)c(OC)cc3c1[C@H](C2)N(C)CC3,0.9,-12,2,-4,0.0,1%&-2%,-15%,-22%,?
COc1cccc2c1C(=O)c1c(O)c3c(c(O)c1C2=O)CC(O)(C(C)=NO)CC3OC1CC(N)C(O)C(C)O1 (stereo unspecified),nt,nt,-12,nt,nt,-9%,-5%,25µM*,-8%
CCC(=NCc1ccc(F)cc1)c1c(O)n(C)c(=O)n(C)c1=O,-0.2,3,5,5,0.7,6%,7%,-13%,12%
O=c1[nH]c(=O)n(CCc2ccc(F)cc2)c(O)c1/C=N/N1CCCCC1,0.6,-12,1,-2,0.4,-1%,-7%,2%,10%[57.1 µM]
O=C1NC(=O)N(c2ccc3c(c2)OCO3)C(=O)/C1=C\c1ccc(-c2ccccc2C(=O)O)o1,0.6,0,-20,-2,0.4,-1%,5%,0%,-28%
CC(=O)Nc1ccccc1C(=O)OCC(=O)c1ccc2ccccc2c1,-0.7,-18,-9,-3,-0.3,8%[57.1 µM],2%,-5%,26%[57.1 µM]
CCCCn1c(O)c(C(CC)=NCc2ccc3c(c2)OCO3)c(=O)[nH]c1=O,-0.4,-10,-3,0,0.7,-9%,3%,-25%,6%[57.1 µM]
C[C@@H]([C@@H](O)c1ccccc1)N(C)C(=O)Cc1ccccc1,nt,nt,0,nt,nt,4%,-1%,-22%,14%
COC(=O)CCCCC1SCC(NC(=O)c2ccccc2)C1Cl (stereo unspecified),-1.5,3,11,11,0.7,-16%,-3%,3%,-23%
Cc1cc(OC(=O)c2cccs2)c2c3c(c(=O)oc2c1)CCCC3,-0.9,-2,5,-5,-0.9,-1%,-12%,-17%,16%
COc1ccc2c(c1)CC1(CN2C)C(=O)NC(=O)N(c2ccc(F)cc2)C1=O (stereo unspecified),-0.2,-11,-4,2,1.0,4%,12%,-16%,-15%
CNCCc1c[nH]c2ccc(O)cc12,nt,nt,5&-5,nt,nt,6%[57.1 µM],9%,-20%,?
O=c1c2ccccc2nc(/C=C\c2ccc(F)cc2)n1-c1ccccc1F,0.0,nt,-2,-1,0.3,4%[57.1 µM],-19%,-16%,15%[57.1 µM]
COc1ccc(CC2C(=O)NC(=O)NC2=O)c(OC)c1,0.8,-8,-4,9,0.4,12%[57.1 µM],8%,-10%,-17%[57.1 µM]
Cc1cccc(-n2c(/C=C/c3cccc4ccccc34)nc3ccccc3c2=O)c1,-0.2,nt,-1,-2,nt,1%[57.1 µM],-4%,-18%,14%[57.1 µM]
CC[C@H]1CN2CCC1C[C@H]2[C@H](O)c1ccnc2ccc(OC)cc12 (stereo partly specified),0.6,14,-5,2,-0.6,-2%,3%,-20%,3%
Cc1onc(-c2ccccc2)c1C(=O)N1CCC2(CC1)OCCO2,-0.3,-16,-1,6,-0.4,1%[57.1 µM],3%,9%,4%
CCCCCc1nc2c(c(=O)c3ccccc3n2C)c(=O)n1C1CCCCCC1,23,46*,0,-7,36*,-7%,10µM*,?,-13%
CC(=O)c1cn(CC(=O)NCCc2c[nH]c3ccccc23)c2ccccc12,0.5,-2,-1,-8,-5.2,-1%,2%,-15%,21%[2.29 µM]
O=C(Nc1ccc(Cl)cc1)Nc1nccs1,1.5,-3,6,5,1.6,5%[57.1 µM],4%,-24%,14%[57.1 µM]
COC(=O)C1=C(N)Oc2c(c(=O)oc3ccccc23)[C@]12C(=O)N(C)c1ccccc12,-0.6,-10,-1,7,0.1,-10%[57.1 µM],7%,-21%,7%
CN1CCN(c2cc([N+](=O)[O-])ccc2Cl)CC1,0.2,69*,-1,0,0.6,-17%,0%,-15%,-24%

Following part
Molecule,TRHR ag,D2 antag,PI4K2A inh,TRHR PAM,D2 ag,TrxR1 substrate,IDH1 R132H inh,USP1 inh,TrxR1 inh
O=S1(=O)N(Cc2ccccc2Cl)CCCN1Cc1ccccc1Cl,1.6,nt,2,3,0.4,-4%,0%,2%,19%
N=c1n(CCO)c2ccccc2n1Cc1ccccc1,0.5,-12,-7,4,-1.2,9%[57.1 µM],-3%,9%,8%[57.1 µM]
Cc1ccc(C)c(CN2C(=O)c3ccccc3S(=O)(=O)c3ccc(C(=O)N4CCCCCC4)cc32)c1,0.2,nt,-2,-13,-0.5,-2%,nt,40%[activator],18%
CC(=NCc1cccnc1)c1c(O)n(C2CCCCC2)c(=O)[nH]c1=O,-0.3,14,0,4,0.2,0%,-4%,6%,20%
COC(=O)C1=C(c2cccc(C#N)c2)C[C@@H]2CC[C@H]1N2C(=O)NC1CC1,0.2,2,5,-1,-0.3,5%,4%,-19%,13%
O=c1[nH]c(=S)n(C2CC2)c(O)c1C=NCCN1CCOCC1,0.2,27,0,-5,0.3,-15%,2%,-21%,-17%[57.1 µM]
CCCC[n+]1cc(/N=C(\[O-])OC)on1,0.7,7,-2,4,0.5,-2%,-2%,2%,0%
COc1cc(C2c3cc4c(cc3CC3COC(=O)C32)OCO4)cc(OC)c1O (stereo unspecified),nt,nt,-2,nt,nt,-8%,5%,-3%,-9%
CC(=O)C1=C(C)OC(N)=C(C(=O)OC(C)C)C12C(=O)Nc1ccccc12 (stereo unspecified),0.1,27,1,10,1.5,10%,-1%,?,6%
O=C(O)C(Cc1cnc[nH]1)NS(=O)(=O)c1ccc(Br)cc1 (stereo unspecified),0.6,13,3,-4,0.7,0%,2%,-15%,13%
COc1ccc(C(Nc2ccccc2)P(=O)(Oc2ccccc2)Oc2ccccc2)cc1 (stereo unspecified),0.1,-9,7,-8,0.3,-7%,4%,-14%,-7%
Cc1nnc(NC(=O)c2cccn(Cc3ccc(Cl)cc3)c2=O)s1,0.2,nt,-4,-8,1.2,2%[57.1 µM],-9%,-20%,8%[57.1 µM]
CN(C)c1ccc(CNC(=O)Cn2c(=O)oc3cc(S(=O)(=O)N4CCCCCC4)ccc32)cc1,-0.4,nt,-6,-1,nt,-4%[57.1 µM],-10%,?,26%[57.1 µM]
CN1C(=O)CN=C(c2ccccc2Cl)c2cc(Br)ccc21,-0.4,11,5,-24,0.8,-7%,-9%,-16%,-8%
CCOC(=O)C1=C(C)OC(N)=C(C#N)C12C(=O)Nc1ccc(C)cc12 (stereo unspecified),2.0,15,-2,2,0.9,-11%,1%,-11%,-17%
COc1cccc(NP(=O)(Oc2ccc(Cl)cc2)Oc2ccc(Cl)cc2)c1,1.1,9,0,13,-0.1,1%,2%,-22%,-1%
Cc1ccc(NS(=O)(=O)c2c(F)cc(F)c(Cl)c2F)cc1S(=O)(=O)N1CCOCC1,nt,nt,-11,nt,nt,-1%[57.1 µM],4%,?,18%[57.1 µM]
COc1ccc(C(=O)OC2C[C@H]3CC[C@@H](C2)N3O)cc1OC (stereo partly specified),-0.2,5,10,-3,0.4,-4%,0%,-3%,-13%
C[C@]12CCC(=O)C=C1CC[C@@H]1[C@@H]2C(=O)C[C@]2(C)C(=O)CC[C@@H]12,0.3,-14,1,3,1.5,3%,4%,?,11%

Complete entries, quoted from the list. Values in the order: TRHR ag, D2 antag, PI4K2A inh, TRHR PAM, D2 ag, TrxR1 substrate, IDH1 R132H inh, USP1 inh, TrxR1 inh
Cc1ccc(C)c(CN2C(=O)c3ccccc3S(=O)(=O)c3ccc(C(=O)N4CCCCCC4)cc32)c1 is listed with 0.2, nt, -2, -13, -0.5, -2%, nt, 40%[activator], 18%
COc1ccc(C(Nc2ccccc2)P(=O)(Oc2ccccc2)Oc2ccccc2)cc1 (stereo unspecified) is listed with 0.1, -9, 7, -8, 0.3, -7%, 4%, -14%, -7%
